Assay outcomes: PubChem, several laboratories
SR-BI HDL uptake = inhibitors of SR-BI mediated HDL lipid uptake, primary screen, ldlA[mSR-BI] cells, fluorescence, single point. hit rate 0.96% among 320,000. Scavenger receptor class B member 1 (Mus musculus), Q61009. AID 488896, 2010. inhibition, % at 12.5 µM. ldlA[mSR-BI] CHO cells, DiI-HDL uptake fluorescence, 3 h;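 active means mean replicate inhibition of at least 70% and a set share of replicates each scoring 70 or more; inconclusive means meets just one of the two criteria; inactive means fails both criteria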;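 further: 0% = median of neutral control wells and 100% = median of positive control wells; values of inactives mirror those of a sister screen read the other way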
Target sequence (Q61009 whole entry, looked up): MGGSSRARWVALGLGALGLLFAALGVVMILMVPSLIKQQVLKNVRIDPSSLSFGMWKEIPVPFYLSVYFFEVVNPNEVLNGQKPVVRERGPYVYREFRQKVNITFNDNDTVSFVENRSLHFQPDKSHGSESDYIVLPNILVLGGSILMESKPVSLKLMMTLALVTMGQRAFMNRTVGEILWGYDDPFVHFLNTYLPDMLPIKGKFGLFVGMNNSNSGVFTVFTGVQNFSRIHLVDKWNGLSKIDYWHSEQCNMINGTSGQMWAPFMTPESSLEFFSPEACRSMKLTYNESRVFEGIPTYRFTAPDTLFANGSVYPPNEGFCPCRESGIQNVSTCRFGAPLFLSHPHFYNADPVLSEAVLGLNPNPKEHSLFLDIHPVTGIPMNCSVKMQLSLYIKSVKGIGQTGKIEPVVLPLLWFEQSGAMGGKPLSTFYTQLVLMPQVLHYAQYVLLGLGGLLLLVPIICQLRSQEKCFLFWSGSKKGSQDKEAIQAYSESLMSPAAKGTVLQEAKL
Arr AP2 block = inhibitors of beta-arrestin/AP2 binding, primary screen, biochemical, GPCR trafficking, flow cytometry; inhibition, % at 10 µM; AID 504490, 2011; FITC-arrestin peptide / GST-AP2 beads; AP2 beta2 appendage carries R879A mutation; hit rate 0.31% among 340,000;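 active means inhibition above a set limit, near 3 SD of compounds lacking own fluorescence, cut at about 54% in these data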;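 further: plate controls were DMSO wells for no effect and 5 µM unlabelled arrestin peptide for full effect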
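test system = AP2 appendage R879A on GSH beads | buffer or medium = PBS plus Tween 20 (0.05%) and BSA (0.1%) | incubation = 12 min plus 1 h, RT | detection = bead flow cytometry, FITC channel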
PKA-R2B activ = activators of PKA-R2B holoenzyme, primary screen, biochemical, fluorescence polarization, Cy5-IP20, human; cAMP-dependent protein kinase catalytic subunit beta (Homo sapiens) + cAMP-dependent …; PKA-R2B holoenzyme dissociation; R2B truncated from residue 108, S112A mutant; 0% DMSO only, 100% 113 µM cGMP; activation, % at 11.4 µM; hit rate 0.079% among 340,000; AID 504700, 2011;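 active means activation above a cutoff set at the mean over all compounds plus 3 SD, cut at about 18% in these data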;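 further: higher means more holoenzyme dissociation and a rise in polarization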
DSG3 Ab inh = inhibitors of pemphigus antibody binding to DSG3, primary screen, biochemical, bead-based, flow cytometry, scFv-GFP | DSG3-coupled beads, scFv-anti-DSG3-GFP binding; active compounds read low | binding (percent of control), % at 10 µM | hit rate 0.48% among 310,000;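 active means binding more than 3 SD below its plate's average and above zero; inconclusive means below that plate limit but binding exactly zero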;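 further: hits lower antibody fragment binding to DSG3; some compounds called inactive have numbers as strong as hits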
NSD2 inh = NSD2 histone methyltransferase inhibitors, primary screen, biochemical, AlphaScreen, single concentration, set 2; hit rate 0.54% among 310,000; AID 743445, 2014; NSD2 peptide methylation, 120 min; inhibition, % at 12.5 µM; Histone-lysine N-methyltransferase NSD2 (Homo sapiens), O96028; in the data active means inhibition above about 50%
SR-BI uptake up = activators of SR-BI mediated DiI-HDL uptake, primary screen, ldlA[mSR-BI] CHO cells, DiI fluorescence | AID 504775, 2011 | activation, % at 12.5 µM | 3 h; 100 = double the neutral-control signal | hit rate 0.096% among 320,000;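 active means mean replicate activation of at least 60% and every replicate at or above 60%; inconclusive means mean or all-replicate condition met, but not both; inactive means mean below 60% and not all replicates reaching 60%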;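 further: 0% = median plate neutral-control signal and 100% = twice that signal; values of inactives mirror those of a sister screen read the other way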
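Test system: SR-BI-overexpressing, LDLR-lacking CHO cells; Medium: Ham's F12 with 0.5% BSA, HEPES 25 mM, pH 7.4; Schedule: 3 h, 37 °C; Technique: bottom-read fluorescence, 550/595 nm.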
MITF TRPM1 HTS = activators of MITF-driven TRPM1 promoter reporter, primary screen, cell-based, SK-MEL-5, luciferase, single point | SK-MEL-5 TRPM1-promoter luciferase, 24 h; % of positive control, neutral wells = 0 | activation, % at 12.5 µM | hit rate 0.75% among 300,000 | AID 588334, 2011;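 active means mean activation of at least 80% with every replicate also reaching 80%; inconclusive means mean reaches 80% but some replicate falls short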;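 further: 0% = neutral control wells and 100% = parthenolide positive control wells; values of inactives mirror those of a sister screen read the other way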
CDK5 inh = inhibitors of human CDK5/p35 kinase, primary screen, biochemical, single concentration. Cyclin-dependent kinase 5 (Homo sapiens) + Cyclin-dependent kinase 5 activator 1 (Homo …. Recombinant CDK5/p35, ADP-Glo luminescence, 60 min. inhibition, % at 10 µM. hit rate 0.01% among 330,000. AID 488839, 2010;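 active means highest replicate inhibition of at least 50% and at least 75% of replicates reaching 50%; inconclusive means only one of the two criteria met; inactive means both criteria failed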;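 further: plate controls were DMSO neutral control for no effect and GW8510 at 10 µM for full effect; many of its hits are not listed in these tables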
dFosB activator = activators of delta FosB homodimer, primary screen, biochemical, fluorescence polarization, TAMRA-CDK5 oligo, single point | Protein FosB (Mus musculus), P13346 | purified delta FosB; percent of positive-control signal above neutral wells | activation, % at 25 µM | hit rate 0.99% among 340,000 | AID 493131, 2011;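 active means mean activation above about 17%, with every replicate also reaching it, limit read from the data, passing the limit was not always enough; inconclusive means only one of the two conditions met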;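 further: fluorescence polarization rise as delta FosB binds a TAMRA Cdk5 AP-1 oligo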
Target sequence (P13346 whole entry, looked up): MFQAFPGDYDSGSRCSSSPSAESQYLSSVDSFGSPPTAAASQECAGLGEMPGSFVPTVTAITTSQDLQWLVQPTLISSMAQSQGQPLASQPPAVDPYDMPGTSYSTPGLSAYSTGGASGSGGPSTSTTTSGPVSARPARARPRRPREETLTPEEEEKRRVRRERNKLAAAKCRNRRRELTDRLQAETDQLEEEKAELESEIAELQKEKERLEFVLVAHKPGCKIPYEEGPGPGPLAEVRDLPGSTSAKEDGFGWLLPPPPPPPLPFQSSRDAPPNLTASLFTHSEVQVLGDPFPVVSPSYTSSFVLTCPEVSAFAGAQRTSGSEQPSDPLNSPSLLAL
SUMO Mot1 rescue = yeast Mot1-301 growth rescue at high temperature, primary screen, SUMOylation pathway inhibitor project, S. cerevisiae, ATP luminescence, 38.5C; S. cerevisiae Mot1-301 growth rescue; percent above DMSO median, 100 means doubled; growth rescue, % at 18.8 µM; hit rate 1% among 320,000; AID 2716, 2010;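 active means every valid replicate shows activation above 250% relative to neutral control wells; inactive means the rest, any valid replicate at or below 250%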;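 further: OY570 slx delta 5 strain wells were the positive control but not used for scaling; some compounds called inactive have numbers as strong as hits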
PKA-R1A activ = activators of PKA-R1A holoenzyme, primary screen, biochemical, fluorescence polarization, Cy5-IP20, bovine R1A, mouse PKAc; cAMP-dependent protein kinase type I-alpha regulatory subunit (Bos taurus) + …; activation, % at 11.4 µM; hit rate 0.083% among 340,000; PKA-R1A dissociation; scaled: DMSO 0%, 113 µM cGMP 100%;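 active means percent activation above the mean of all tested compounds plus 3 SD, cut at about 19% in these data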;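 further: higher means more PKAc released from R1A so a rise in polarization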
* = called active by the depositor; ? = inconclusive; · = no result given.

SMILES	SR-BI HDL uptake	Arr AP2 block	PKA-R2B activ	DSG3 Ab inh	NSD2 inh	SR-BI uptake up	MITF TRPM1 HTS	CDK5 inh	dFosB activator	SUMO Mot1 rescue	PKA-R1A activ
CCC(C)NC(=O)CSc1ccc(Cl)cc1 (centres undefined)	-28	15	-6	107	-1	28	1	2.6	-3	-4	-6
O=C(NCCCc1ccccc1)[C@@H]1Cc2ccccc2CN1	-28	11	5	·	0	28	2	-0.8	-9	-11	13
Cc1ccc(Cl)cc1N(CC(=O)Nc1cccc(N(C)S(C)(=O)=O)c1)S(C)(=O)=O	-8	-7	4	101	-5	8	-15	3.4	3	5	-4
Cc1c(Br)c(O)c(Br)c2sc(=O)oc12	·	21	3	102	4	·	6	0.9	-11	15	-4
CC(=O)Nc1ccc(S(=O)(=O)Nc2ccc(Nc3ccccc3)cc2)cc1	23	-5	-6	91	4	-23	-14	-0.4	-6	-19	0
COc1cccc(C(=O)NCc2ccc3c(c2)OCO3)c1OC	5	21	-3	105	-1	-5	·	0.0	-3	-6	6
COc1ccc2c(c1)NC(c1cc(Cl)cc(Cl)c1O)c1cccn1-2 (centres undefined)	1	-8	-14	93	0	-1	-23	0.3	-2	·	3
CCc1nnc(SCC(=O)N2CCCC(N3CCN(c4ccccc4C)CC3)C2)o1 (centres undefined)	1	-10	4	·	2	-1	-4	-0.1	0	18	1
COc1cc(CN2CCN(Cc3ccc(C(F)(F)F)cc3)CC2)cc(OC)c1OC	4	31	-2	103	29	-4	1	0.8	-10	19	-1
Oc1ccc(Cl)cc1CNc1cnc2ccccc2c1	17	17	-5	112	-3	-17	·	-2.1	-19	-21	-7
CSc1ccccc1C(=O)N1CCN(c2ncccn2)CC1	-2	1	-9	100	-1	2	-6	2.8	-4	·	-2
Cc1c(C(=O)C(=O)NCc2ccco2)c2ccccc2n1C	-7	-12	13	113	-2	7	5	-1.5	-2	0	-3
COC(=O)C1CC2=C(CCCC2=O)N(Cc2ccccc2)C1=O (centres undefined)	-11	6	0	104	·	11	0	1.4	-3	·	-5
O=C(COc1nc2ccccc2nc1N1CCOCC1)Nc1cccc(S(=O)(=O)N2CCCCC2)c1	5	30	3	114	2	-5	3	-0.5	5	-6	-12
COc1ccc(NC(=O)c2cn(C)c(=O)c3cc(OC)c(OC)cc23)c(OC)c1	·	1	-3	101	-1	·	4	0.3	20*	8	-10
Cc1ccc(OCC(=O)N/N=C/c2cccnc2)cc1	-5	-18	4	·	0	5	-12	0.1	-3	-4	5
COc1ccc(-c2nn(-c3ccccc3)cc2/C=C\C(=O)Nc2ccc(C(=O)O)cc2)cc1	16	-1	·	108	-1	-16	-10	-3.5	-56	12	·
Cc1ccc(C)c(C(=O)COC(=O)CNS(=O)(=O)c2ccccc2)c1	·	-23	8	·	0	·	1	-1.1	-6	-8	-6
CC(C)(CN1CCCCC1)NS(=O)(=O)c1ccc(Cl)cc1	5	13	4	104	-36	-5	-1	-0.8	1	196	2
Cc1noc(C)c1CC(=O)N1CCCC(C(=O)c2ccc(C(C)(C)C)cc2)C1 (centres undefined)	10	0	-9	90	-1	-10	2	-4.9	-11	-8	5
FC(F)(F)c1ccc(/C=N/NC(=S)NC2CCCCC2)cc1	-20	7	-8	108	6	20	-4	-0.6	-7	13	2
Nn1c(N2CCCCC2)nc2ccccc21	0	-1	-4	·	-2	0	12	-1.6	-7	-2	-10
CCCc1nnc(SCC(=O)N2C(C)CCCC2C)n1CC1CCCO1 (centres undefined)	27	1	-8	86	-6	-27	4	0.7	1	·	-4
Cc1cccc(Cl)c1OCCCn1ccnc1	-22	8	-5	101	8	22	·	1.3	0	6	-2
CN1CCC(NC(=O)c2ccncc2)CC1	-18	6	3	110	4	18	4	-2.9	-3	-18	0
Cc1nn(CCC(=O)NCCc2ccccc2Cl)c(=O)c2nn(-c3ccccc3)c(C)c12	9	28	-1	96	-1	-9	-3	1.1	-16	29	-6
C=CCN1C(=O)c2ccc(C(=O)N(C)CC(=O)Nc3ccccc3C(F)(F)F)cc2C1=O	38	17	0	115	0	-38	1	1.4	-6	-1	0
COc1ccc(CCN(Cc2ccc(C(C)C)cc2)S(=O)(=O)c2ccc(S(=O)(=O)N(C)C)cc2)cc1OC	-14	3	-8	·	-2	14	10	-0.5	1	-4	-4
O=C(CN(C(=O)CNS(=O)(=O)c1ccccc1)c1ccc2c(c1)OCCO2)NC1CCCCC1	21	3	-11	107	-1	-21	·	-0.9	-8	24	-10
Cc1nn(-c2ccccc2)c(Oc2ccccc2)c1C=O	18	0	-9	98	-4	-18	2	-1.7	-3	2	-1
O=C(Nc1ccccc1)C(=O)Nc1cccnc1	5	-3	-1	113	-3	-5	33	2.9	3	14	1
O=C(Nc1cccnc1)c1ccc(-c2cc(Cl)ccc2Cl)o1	5	19	-6	44	-3	-5	31	-0.2	-33	19	-20
C(=C\c1ccccc1)/CN1CCN(Cc2nc(Cc3ccccc3)no2)CC1	13	3	3	106	-5	-13	-2	0.0	-1	21	-5
COC(=O)c1c(C)cc(C)c2c1CC(C)(C)C2=O	3	10	2	·	28	-3	·	-0.9	-4	9	-9
Cn1c(CSCc2ccc(Cl)c(Cl)c2)n[nH]c1=S	-5	-8	-8	106	-1	5	9	0.3	-2	89	-15
COC(=O)Nc1ccc(S(=O)(=O)N2CCCc3cccc(O)c32)cc1	42	-9	2	101	-6	-42	·	3.2	-6	-12	-8
CCOC(=O)Cn1c(=NC(=O)CSC(C)=O)sc2ccccc21	14	-2	3	102	·	-14	·	-0.5	-10	2	1
COc1nc(C)nc(C)c1Oc1ccc(Cl)cc1Cl	-12	-7	·	96	-3	12	·	-0.1	-10	-6	·
Cc1csc(NC(=O)CSc2ccc3nnc(-c4ccncc4)n3n2)n1	-35	9	-11	99	-2	35	10	-1.3	2	478	3
CCOC(=O)CC(NS(=O)(=O)Cc1ccccc1)c1ccc(C)cc1 (centres undefined)	-10	6	3	95	-2	10	4	-0.3	-5	4	-7
O=S(=O)(Nc1ccc(Cl)cn1)c1ccc(F)cc1	-7	11	-6	111	-1	7	·	-0.9	4	-3	-6
Cc1ccccc1Cn1c(C(=O)OC(C)C)cc2c1ccn2C	-9	-2	8	98	3	9	·	0.6	-17	-2	-3
O=C(O)CCn1c(C(=O)O)cc2sccc21	-7	7	1	106	-13	7	-7	-2.9	-5	0	-4
Cc1cc(C)n(-c2ccc(S(N)(=O)=O)cc2[N+](=O)[O-])n1	-13	-28	-6	102	4	13	-13	-1.8	-5	42	-2
Cc1ccc(NC(=O)C2C3CC4OC(=O)C2C4C3)cc1Cl (centres undefined)	-20	-12	-1	·	29	20	1	-0.2	2	-1	-18
ON/C=N/C(=S)Nc1ncc(C(F)(F)F)cc1Cl	0	-1	9	107	-14	0	7	-6.5	-8	-15	-12
CC1(C)CC(=O)C=C(NCC2CCCO2)C1 (centres undefined)	·	-3	3	94	-2	·	4	-1.0	-7	4	-3
COc1ccc2[nH]cc(CCN3C(=O)c4ccc(C(=O)O)cc4C3=O)c2c1	-3	-7	-14	109	0	3	46	0.8	-13	179	-5
O=S(=O)(Nc1ccc2cn[nH]c2c1)c1ccc(Cl)cc1	7	5	-11	102	·	-7	-16	1.2	-5	12	-3
COc1cccc(/C=N/n2cnc3ccccc32)c1OC	8	-8	-10	105	-1	-8	71	0.4	-13	406*	1
The list goes on.
SMILES	SR-BI HDL uptake	Arr AP2 block	PKA-R2B activ	DSG3 Ab inh	NSD2 inh	SR-BI uptake up	MITF TRPM1 HTS	CDK5 inh	dFosB activator	SUMO Mot1 rescue	PKA-R1A activ
C/C(CC(=O)Nc1ccc2c(c1)OCCO2)=N\NC(=O)COc1cccc(C)c1	-11	25	-5	97	3	11	-9	-1.8	-1	45	2
Cc1ccc(Cn2nnc3c(=O)[nH]c(C4CCN(S(=O)(=O)c5ccccc5)CC4)nc32)cc1	-20	0	-9	105	1	20	-4	1.2	-14	7	-6
CCn1c(-c2ccccc2)c[nH]c1=S	-20	-17	11	101	3	20	4	1.4	-3	·	1
O=Cc1ccc(Oc2nc(Cl)ncc2F)cc1	58	-6	2	124	-1	-58	·	-4.2	-6	35	6
Cc1ccc2c(c1)[nH]c1c(=O)n(Cc3ccco3)cnc12	·	35	0	91	-2	·	?	0.3	0	12	-13
O=C1C2C3C=CC(C3)C2C(=O)N1CNc1ccccn1 (centres undefined)	-1	-1	-2	103	2	1	4	0.0	-3	-5	7
O=C(Nc1ccc(F)cc1)c1cc(S(=O)(=O)Nc2ccc(F)cc2)cs1	2	23	-2	101	0	-2	-9	1.8	-6	564	-3
CC(CCc1ccccc1)NC(=O)c1ccc(Cl)nc1 (centres undefined)	19	2	3	97	-1	-19	1	-1.7	-3	188	-3
CC1CCC2C(=O)N(c3ccc(NC4CCCCC4)c([N+](=O)[O-])c3)C(=O)C2C1 (centres undefined)	12	17	-2	·	4	-12	-1	-0.5	-13	-5	14
CC(Oc1ccc(Cl)cc1)C(=O)Nc1ccc(S(=O)(=O)Nc2nccs2)cc1 (centres undefined)	·	23	-2	113	21	·	-12	-0.6	-4	1	5
CN(CC(=O)Nc1ccc(Cl)c(C(F)(F)F)c1)C(=O)c1cn2ccccc2n1	-36	-7	-2	103	-1	36	28	3.4	-13	4	-4
